Wnt act: Wnt/beta-catenin pathway activation; activation, % at 9.35 µM; Wnt/beta-catenin reporter cell assay, activator, plate reader; AID 743398; 300,000 tested, 1.2% active; in the data active = activation above about 30%, passing the limit was not always enough; inconclusive = no clear call, values can overlap the other calls;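 note: 0% = neutral control wells and 100% = positive control wells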
CDK5 p35 inh: blocks human CDK5/p35 kinase activity; 330,000 tested, 0.01% active; AID 488839; Recombinant CDK5/p35, ADP-Glo luminescence, 60 min; Q00535+Q15078; inhibition, % at 10 µM;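 active = highest replicate inhibition of at least 50% and at least 75% of replicates reaching 50%; inconclusive = only one of the two criteria met; inactive = both criteria failed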;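 note: plate controls were DMSO neutral control for no effect and GW8510 at 10 µM for full effect; many of its hits are not listed in these tables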
PvdQ acylase: P. aeruginosa PvdQ acylase inhibition; purified PvdQ acylase, fluorescence plate reader; inhibition, % at 10 µM; 340,000 tested, 0.063% active; in the data active = inhibition above about 30%, passing the limit was not always enough; inconclusive = no clear call, values can overlap the other calls;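 note: 0% = vehicle neutral wells and 100% = reference inhibitor wells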
dFosB activator: mouse delta FosB homodimer activation | 340,000 tested, 0.99% active | AID 493131 | purified delta FosB, TAMRA-CDK5 oligo fluorescence polarization; percent of positive-control signal above neutral wells | activation, % at 25 µM;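 active = mean activation above about 17%, with every replicate also reaching it, limit read from the data, passing the limit was not always enough; inconclusive = only one of the two conditions met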;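 note: fluorescence polarization rise as delta FosB binds a TAMRA Cdk5 AP-1 oligo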
Target sequence (P13346 whole entry, looked up): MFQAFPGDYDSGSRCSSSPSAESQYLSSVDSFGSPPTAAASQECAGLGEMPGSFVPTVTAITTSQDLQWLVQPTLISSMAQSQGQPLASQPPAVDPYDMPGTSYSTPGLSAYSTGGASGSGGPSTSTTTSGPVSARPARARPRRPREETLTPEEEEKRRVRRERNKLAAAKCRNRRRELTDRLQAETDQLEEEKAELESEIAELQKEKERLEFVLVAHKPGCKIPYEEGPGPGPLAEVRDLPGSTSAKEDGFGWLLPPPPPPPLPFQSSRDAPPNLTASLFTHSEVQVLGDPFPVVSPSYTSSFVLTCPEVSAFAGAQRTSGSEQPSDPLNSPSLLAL
SR-BI uptake up: activators of SR-BI mediated HDL lipid uptake; activation, % at 12.5 µM; AID 504775; 320,000 tested, 0.096% active; CHO ldlA[mSR-BI] cells, DiI-HDL uptake fluorescence, 3 h; 100 = double the neutral-control signal;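 active = mean replicate activation of at least 60% and every replicate at or above 60%; inconclusive = mean or all-replicate condition met, but not both; inactive = mean below 60% and not all replicates reaching 60%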;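 note: 0% = median plate neutral-control signal and 100% = twice that signal; values of inactives mirror those of a sister screen read the other way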
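Test system: SR-BI-overexpressing, LDLR-lacking CHO cells; Medium: Ham's F12 with 0.5% BSA, HEPES 25 mM, pH 7.4; Schedule: 3 h, 37 °C; Technique: bottom-read fluorescence, 550/595 nm.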
Rtt109 HAT inh: C. albicans Rtt109 histone acetyltransferase inhibition | 330,000 tested, 0.16% active | AID 540336 | purified Rtt109/Vps75, ThioGlo CoA-SH fluorescence, 4 h | Q5AAJ8 | inhibition, % at 34.9 µM;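 active = inhibition of at least 50% in every replicate; inconclusive = best replicate reaches 50% inhibition but some replicates fall short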
SR-BI DiI inh: blocks mouse SR-BI lipid uptake from DiI-HDL. 320,000 tested, 0.96% active. inhibition, % at 12.5 µM. Q61009. AID 488896. ldlA[mSR-BI] CHO cells, DiI-HDL uptake fluorescence, 3 h;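 active = mean replicate inhibition of at least 70% and a set share of replicates each scoring 70 or more; inconclusive = meets just one of the two criteria; inactive = fails both criteria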;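 note: 0% = median of neutral control wells and 100% = median of positive control wells; values of inactives mirror those of a sister screen read the other way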
cardiac RTF act: increases calcium sensitivity of human cardiac regulated thin filaments. IANBD-labeled TnC RTF fluorescence at EC20 calcium; 0% EC20 calcium, 100% full calcium. 340,000 tested, 0.24% active. activation, % at 7.2 µM;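 active = activation above the mean over all tested compounds plus 3 SD, cut at about 30% in these data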;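 note: rise in fluorescence read as greater calcium sensitivity of cardiac thin filaments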
MITF act: increases MITF-driven TRPM1 promoter luciferase signal | SK-MEL-5 TRPM1-promoter luciferase, 24 h; % of positive control, neutral wells = 0 | activation, % at 12.5 µM | 300,000 tested, 0.75% active;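 active = mean activation of at least 80% with every replicate also reaching 80%; inconclusive = mean reaches 80% but some replicate falls short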;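 note: 0% = neutral control wells and 100% = parthenolide positive control wells; values of inactives mirror those of a sister screen read the other way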
HTR5A ag ctr: HTR5A agonism, opioid heterodimer counter-screen | HTR5A agonist assay, luminescence, cell-based | 340,000 tested, 0.61% active | activation, % at 9.3 µM; in the data active = activation mostly above about 9.5%, no sharp cut-off; inactive = mostly below about 7.6%;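 note: 0% = cells with vehicle only and 100% = reference agonist; strong numbers were not always called active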
* marks the source's active call; other numbers are inactive results; ? = inconclusive; · = not tested or not shown.

Second line of a record: PvdQ acylase	cardiac RTF act	MITF act	SR-BI DiI inh	Rtt109 HAT inh	HTR5A ag ctr	dFosB activator	SR-BI uptake up	CDK5 p35 inh	Wnt act
- Cc1ccc(-c2nc3ccccc3c(=O)n2-c2cc(C)ccn2)cc1
  -12	-2	24	33	3	-1	-3	-33	1.0	·
- COC(=O)C1=C(c2cc3ccccc3o2)C[C@@H]2CC[C@H]1N2C(=O)NCc1ccco1
  -5	11	0	25	2	3	1	-25	-1.9	-1
- Cc1cc(OCC(=O)N2CCCN(C)CC2)ccc1Cl
  -2	2	12	10	-4	3	-1	-10	-2.4	4
- COC(=O)C1=C(c2ccc(-c3ccccc3)c(F)c2)C[C@@H]2CC[C@H]1N2C(=O)N1CCOCC1
  -9	-3	-22	6	3	4	0	-5	1.9	-2
- COCc1ccc(CN2CCCC(C(=O)c3sccc3C)C2)o1 (stereo not drawn)
  4	4	7	-22	-2	6	-5	22	-0.5	-4
- CN1c2ccc([N+](=O)[O-])cc2CC2(C(=O)NC(=O)N(c3ccc(Br)cc3)C2=O)C1c1ccccc1 (stereo not drawn)
  5	-6	2	1	15	9	-13	-1	-0.5	5
- CC1CC(OP(O)(=S)c2ccc(N(C)C)cc2NC(=O)c2cccs2)CC(C)(C)C1 (stereo not drawn)
  -6	8	30	12	6	2	-12	-12	1.4	8
- COc1ccccc1C1C([N+](=O)[O-])=C(N)Oc2c1c(=O)oc1ccccc21 (stereo not drawn)
  2	1	4	7	3	2	-8	-7	0.0	0
- O=P(/C(=N/O)N1CCCCC1)(N1CCOCC1)N1CCOCC1
  -10	3	-1	-14	-13	-3	3	14	1.9	·
- c1cncc(C2CC(c3cccs3)n3ncnc3N2)c1 (stereo not drawn)
  -1	0	-13	-12	25	-2	3	12	0.6	·
- COc1ccc(C(C)=O)cc1Cc1c(O)[nH]c(=S)[nH]c1=O
  -5	-2	5	-34	3	-3	-3	34	0.0	0
- COc1ccc(/C=C2\C(=O)NC(=S)N(C)C2=O)cc1C
  -4	-12	-17	-63	-3	-3	-11	?	-20	-1
- COc1ccccc1NC(=O)COC(=O)c1cn(C)c2ccccc12
  -6	1	4	26	-8	-6	-1	-26	2.2	0
- CCOc1cc(C=C2C(=O)NC(=S)NC2=O)ccc1O
  -2	-1	-8	-17	-4	0	5	17	-1.3	-2

Exported as a markdown table: entries from further up.
| mol | PvdQ acylase | cardiac RTF act | MITF act | SR-BI DiI inh | Rtt109 HAT inh | HTR5A ag ctr | dFosB activator | SR-BI uptake up | CDK5 p35 inh | Wnt act |
| --- | --- | --- | --- | --- | --- | --- | --- | --- | --- | --- |
| Cc1ccc(-c2nc3ccccc3c(=O)n2-c2cc(C)ccn2)cc1 | -12 | -2 | 24 | 33 | 3 | -1 | -3 | -33 | 1.0 | · |
| COC(=O)C1=C(c2cc3ccccc3o2)C[C@@H]2CC[C@H]1N2C(=O)NCc1ccco1 | -5 | 11 | 0 | 25 | 2 | 3 | 1 | -25 | -1.9 | -1 |
| Cc1cc(OCC(=O)N2CCCN(C)CC2)ccc1Cl | -2 | 2 | 12 | 10 | -4 | 3 | -1 | -10 | -2.4 | 4 |
| COC(=O)C1=C(c2ccc(-c3ccccc3)c(F)c2)C[C@@H]2CC[C@H]1N2C(=O)N1CCOCC1 | -9 | -3 | -22 | 6 | 3 | 4 | 0 | -5 | 1.9 | -2 |
| COCc1ccc(CN2CCCC(C(=O)c3sccc3C)C2)o1 (stereo not drawn) | 4 | 4 | 7 | -22 | -2 | 6 | -5 | 22 | -0.5 | -4 |
| CN1c2ccc([N+](=O)[O-])cc2CC2(C(=O)NC(=O)N(c3ccc(Br)cc3)C2=O)C1c1ccccc1 (stereo not drawn) | 5 | -6 | 2 | 1 | 15 | 9 | -13 | -1 | -0.5 | 5 |
| CC1CC(OP(O)(=S)c2ccc(N(C)C)cc2NC(=O)c2cccs2)CC(C)(C)C1 (stereo not drawn) | -6 | 8 | 30 | 12 | 6 | 2 | -12 | -12 | 1.4 | 8 |
| COc1ccccc1C1C([N+](=O)[O-])=C(N)Oc2c1c(=O)oc1ccccc21 (stereo not drawn) | 2 | 1 | 4 | 7 | 3 | 2 | -8 | -7 | 0.0 | 0 |
| O=P(/C(=N/O)N1CCCCC1)(N1CCOCC1)N1CCOCC1 | -10 | 3 | -1 | -14 | -13 | -3 | 3 | 14 | 1.9 | · |
| c1cncc(C2CC(c3cccs3)n3ncnc3N2)c1 (stereo not drawn) | -1 | 0 | -13 | -12 | 25 | -2 | 3 | 12 | 0.6 | · |
| COc1ccc(C(C)=O)cc1Cc1c(O)[nH]c(=S)[nH]c1=O | -5 | -2 | 5 | -34 | 3 | -3 | -3 | 34 | 0.0 | 0 |

An excerpt; the hit share may differ from the screen's.
